# Screening data deposited in PubChem by The Scripps Research Institute Molecular Screening Center.
# ssDAF12 agonist: activates DAF-12 receptor from parasite S. stercoralis; 370,000 tested, 1% active; activation, % at 6.8 µM; HEK293 ssDAF-12/GRIP1 lit1-tk-luc reporter, luminescence; % of 3 µM dafachronic acid response;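 active means activation above the mean over all tested compounds plus 3 SD, cut at about 0.9% in these data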;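 further: 0% = DMSO-only wells and 100% = 3 µM delta7-dafachronic acid wells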
# PLCb3 inh: blocks human PLC-beta3 enzyme activity; inhibition, % at 12.2 µM; 370,000 tested, 0.18% active; Purified PLC-beta3, fluorogenic substrate, fluorescence; in the data active means inhibition above about 11%;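 further: 0% = median of compound wells on plate and 100% = full blocker control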
# hgDAF12 agonist: activates the H. glycines DAF-12 receptor ligand-binding domain; activation, % at 6.8 µM; 370,000 tested, 1.8% active; HEK293 GAL4-hgDAF12 UAS-luciferase reporter, agonist luminescence; normalized to butyrate control;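 active means activation above a cutoff set at the mean of all screened compounds plus 3 SD, cut at about 10% in these data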;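 further: 0% = DMSO wells and 100% = sodium butyrate wells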
# hcDAF12 agonist: activates DAF-12 receptor from parasite H. contortus; activation, % at 6.8 µM; AID 652067; HEK293 hcDAF-12 lit1-tk-luc reporter, luminescence; 0% DMSO, 100% Δ7-dafachronic acid; 370,000 tested, 1.4% active;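 active means activation above the mean of all tested compounds plus 3 SD, cut at about 5.5% in these data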;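 further: 100% = response to 3 µM Δ7-dafachronic acid high control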
# DAX1 inh-1: inhibits human nuclear receptor DAX1; 340,000 tested, 0.99% active; AID 504766; inhibition, % at 6.75 µM; HEK293 Gal4-DAX1 luciferase reporter, luminescence; P51843;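 active means inhibition above the mean over all tested compounds plus 3 SD, cut at about 4.2% in these data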;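 further: 0% = DAX1-transfected cells with DMSO and 100% = empty-vector control cells with DMSO; inhibition shows as a rise in luminescence from relieved DAX1 repression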
# Target sequence (P51843 207-470 limits assumed): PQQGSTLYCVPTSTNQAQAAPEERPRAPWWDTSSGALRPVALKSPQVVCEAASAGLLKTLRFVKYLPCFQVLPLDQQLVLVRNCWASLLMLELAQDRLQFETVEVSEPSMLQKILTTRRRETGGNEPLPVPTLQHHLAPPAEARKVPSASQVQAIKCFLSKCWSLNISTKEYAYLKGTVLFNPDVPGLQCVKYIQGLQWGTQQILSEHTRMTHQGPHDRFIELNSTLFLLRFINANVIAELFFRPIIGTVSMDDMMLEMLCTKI
# PLCg1 inh: inhibitors of human phospholipase C gamma1; P19174; purified PLC-gamma1, fluorogenic substrate, fluorescence; inhibition, % at 12.2 µM; 370,000 tested, 0.84% active; in the data active means inhibition above about 9.5%
# HGIII-sPLA2 inh: Inhibits HGIII-sPLA2 liposome hydrolysis, primary screen; inhibition, % at 12.2 µM; Q9NZ20; QFRET BODIPY PC-A2 liposome hydrolysis, fluorescence; 370,000 tested, 0.56% active; AID 743126;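 active means inhibition above mean plus 3 SD of compounds lying within the high and low control bounds, cut at about 19% in these data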;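 further: 0% = median of test compound wells and 100% = no enzyme DMSO wells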
# DAX1 inh-2: DAX1 (NR0B1) inhibition, primary screen. HEK293T StAR-luciferase reporter, SF-1/DAX-1 repression relief. inhibition, % at 6.8 µM. 370,000 tested, 1.1% active. AID 652010;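 active means inhibition above the mean over all tested compounds plus 3 SD, cut at about 3.6% in these data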;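 further: 0% = DAX-1 cells with DMSO and 100% = cells lacking DAX-1 with DMSO; higher inhibition means more luminescence from relief of DAX-1 repression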
# ADAM10 inh: inhibitors of human ADAM10. AID 720582. inhibition, % at 7 µM. recombinant ADAM10, EDANS/DABCYL FRET peptide cleavage, 3 h. 370,000 tested, 0.62% active. O14672;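 active means inhibition above a per-campaign cutoff equal to the mean of compounds falling between control-based bounds plus 3 SD, cut at about 20% in these data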;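 further: 0% = DMSO wells while the 100% control is not disclosed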
# Target sequence (O14672 214-748 limits assumed): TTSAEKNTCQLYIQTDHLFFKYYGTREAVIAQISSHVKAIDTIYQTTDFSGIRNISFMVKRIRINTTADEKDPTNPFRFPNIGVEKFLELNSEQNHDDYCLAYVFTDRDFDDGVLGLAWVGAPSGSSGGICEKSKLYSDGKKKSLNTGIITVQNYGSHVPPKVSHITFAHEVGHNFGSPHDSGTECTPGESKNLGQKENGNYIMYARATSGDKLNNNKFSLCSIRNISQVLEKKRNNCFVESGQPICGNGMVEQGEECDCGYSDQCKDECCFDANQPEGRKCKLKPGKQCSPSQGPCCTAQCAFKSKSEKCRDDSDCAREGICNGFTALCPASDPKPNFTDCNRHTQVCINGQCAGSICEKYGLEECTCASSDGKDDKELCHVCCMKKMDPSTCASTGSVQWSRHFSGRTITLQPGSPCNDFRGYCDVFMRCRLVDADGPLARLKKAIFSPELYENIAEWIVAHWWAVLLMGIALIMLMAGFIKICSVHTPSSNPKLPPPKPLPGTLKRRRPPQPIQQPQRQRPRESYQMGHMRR
# ADAM17 inh: inhibits human ADAM17; recombinant ADAM17, EDANS/DABCYL FRET peptide cleavage; 370,000 tested, 0.83% active; inhibition, % at 6.95 µM;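 active means inhibition above the mean of compounds lying between control limits plus 3 SD, set per campaign, cut at about 8.5% in these data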;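 further: 0% = DMSO-only wells as the low control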
# GAA850 FXN act: activators of GAA850 frataxin (FXN) promoter; AID 540364; activation, % at 6 µM; 360,000 tested, 0.56% active; HEK293 lucGAA850 FXN promoter luciferase reporter, 24 h; percent of 10 µM SAHA response;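 active means activation above the average of all compounds screened plus 3 SD, cutoff fixed separately per campaign, cut at about 7.5% in these data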;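 further: 0% = DMSO wells and 100% = 10 µM SAHA wells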
# Active calls of the source: *; i = inactive; nt = not tested or not shown. Not a hit list; 6.9% or so of the library scored in one or more.
# Values run as follows: ssDAF12 agonist	PLCb3 inh	hgDAF12 agonist	hcDAF12 agonist	DAX1 inh-1	PLCg1 inh	HGIII-sPLA2 inh	DAX1 inh-2	ADAM10 inh	ADAM17 inh	GAA850 FXN act
[1] CN(CC(=O)Nc1cccc(F)c1)C(=O)/C=C/c1cn(Cc2ccccc2)nc1-c1cccnc1
  -0.1	-8	2.0	2.6	-0.3	-7	-23	0.0	8	1	-2.1
[2] Fc1cccc(Cc2c(-c3ccc(Cl)cc3)nc3ccc(Cl)cn23)c1
  -0.6	-8	9.9	2.9	nt	-4	-13	3.5	-9	-4	nt
[3] C=CCc1ccc(OCCOCCN(C)C)c(OC)c1
  0.4	4	3.1	1.2	-0.6	3	3	-0.2	-14	2	-1.4
[4] Cc1cc2ccccc2n2c(SCC(=O)NCc3cccs3)nnc12
  -1.6	2	-1.3	-1.0	-1.2	1	2	0.6	0	-2	2.6
[5] COc1ccc(NC(=O)Cn2cnc3c(cnn3C(C)(C)C)c2=O)cc1OC
  0.0	-2	-4.1	-1.7	0.6	-1	4	-0.6	-6	-5	-0.3
[6] COc1ccc(C2=NN(C(=O)c3cccs3)C(O)(C(F)(F)F)C2)cc1 (configuration not stated)
  -1.7	-17	7.6	0.1	-1.0	-16	-21	-1.2	10	4	3.7
[7] Cc1ccc(CSC2=NCCN2C(=O)c2ccco2)cc1
  -0.8	1	2.5	-0.9	1.4	-2	10	-1.1	-12	-4	2.7
[8] CC(C)C[C@H](NC(=O)C1CC(=O)N(c2ccc3c(c2)OCO3)C1)C(=O)NC1CCCCC1 (some centres not stated)
  -0.6	-14	-1.2	0.2	1.6	2	3	0.7	-6	3	-0.6
[9] O=C(COC(=O)c1cccc(S(=O)(=O)N2CCOCC2)c1)Nc1nc(-c2ccccc2Cl)cs1
  -1.1	10	8.3	1.3	-0.1	8	-30	0.3	37*	16*	2.5
[10] Cc1ccc(NS(=O)(=O)c2cccc(C(=O)NCc3ccccn3)c2)cc1
  -0.6	4	0.1	-1.1	-0.9	5	1	0.9	6	4	0.2

# Arranged by number of heavy atoms (highest first): 7 of the compounds above.
# Values run as follows: ssDAF12 agonist	PLCb3 inh	hgDAF12 agonist	hcDAF12 agonist	DAX1 inh-1	PLCg1 inh	HGIII-sPLA2 inh	DAX1 inh-2	ADAM10 inh	ADAM17 inh	GAA850 FXN act
[1] CN(CC(=O)Nc1cccc(F)c1)C(=O)/C=C/c1cn(Cc2ccccc2)nc1-c1cccnc1
  -0.1	-8	2.0	2.6	-0.3	-7	-23	0.0	8	1	-2.1
[9] O=C(COC(=O)c1cccc(S(=O)(=O)N2CCOCC2)c1)Nc1nc(-c2ccccc2Cl)cs1
  -1.1	10	8.3	1.3	-0.1	8	-30	0.3	37*	16*	2.5
[8] CC(C)C[C@H](NC(=O)C1CC(=O)N(c2ccc3c(c2)OCO3)C1)C(=O)NC1CCCCC1 (some centres not stated)
  -0.6	-14	-1.2	0.2	1.6	2	3	0.7	-6	3	-0.6
[5] COc1ccc(NC(=O)Cn2cnc3c(cnn3C(C)(C)C)c2=O)cc1OC
  0.0	-2	-4.1	-1.7	0.6	-1	4	-0.6	-6	-5	-0.3
[2] Fc1cccc(Cc2c(-c3ccc(Cl)cc3)nc3ccc(Cl)cn23)c1
  -0.6	-8	9.9	2.9	nt	-4	-13	3.5	-9	-4	nt
[7] Cc1ccc(CSC2=NCCN2C(=O)c2ccco2)cc1
  -0.8	1	2.5	-0.9	1.4	-2	10	-1.1	-12	-4	2.7
[3] C=CCc1ccc(OCCOCCN(C)C)c(OC)c1
  0.4	4	3.1	1.2	-0.6	3	3	-0.2	-14	2	-1.4

# With a hit mark in ADAM17 inh, of those listed so far:
item	molecule	ssDAF12 agonist	PLCb3 inh	hcDAF12 agonist	DAX1 inh-1	PLCg1 inh	HGIII-sPLA2 inh	DAX1 inh-2	ADAM10 inh	ADAM17 inh
9	O=C(COC(=O)c1cccc(S(=O)(=O)N2CCOCC2)c1)Nc1nc(-c2ccccc2Cl)cs1	-1.1	10	1.3	-0.1	8	-30	0.3	37*	16*

# Going on with the list.
# Values run as follows: ssDAF12 agonist	PLCb3 inh	hgDAF12 agonist	hcDAF12 agonist	DAX1 inh-1	PLCg1 inh	HGIII-sPLA2 inh	DAX1 inh-2	ADAM10 inh	ADAM17 inh	GAA850 FXN act
[11] COC(=O)C1(C(F)(F)F)C2C=CC(C2)N1S(=O)(=O)c1ccc(C)cc1 (configuration not stated)
  -1.4	-4	0.0	-2.2	-1.5	0	-2	-0.2	-2	-3	0.6
[12] CCc1nc(CNC(=O)C2CCC(=O)N(CCc3ccc(OC)cc3)C2)cs1 (configuration not stated)
  -0.7	-6	-1.3	-1.8	0.0	3	6	1.7	-2	-3	0.9
[13] O=C1CC(c2ccc3c(c2)OCO3)Sc2nc3ccccc3n21 (configuration not stated)
  -1.8	-1	-3.9	-1.6	0.1	-2	8	-0.4	-5	3	-8.0
[14] CCOC(=O)C1CCN(S(=O)(=O)c2ccc(C)cc2)CC1
  -2.1	-1	-4.2	-1.4	-0.2	1	1	-0.8	-3	-3	5.0
[15] O=c1[nH]c(SCc2ccccc2[N+](=O)[O-])nc2nc[nH]c12
  -0.3	-1	0.6	-0.6	0.0	2	-4	-0.5	-2	-3	2.5
[16] O=C(c1cn(-c2ccccc2)nc1-c1cccs1)N(CCO)Cc1ccccc1
  -1.1	1	-3.5	1.3	1.5	4	-11	-0.4	9	3	-0.8
[17] C/C(=N/NC(=O)Cc1ccccc1)c1ccc(C)s1
  -1.1	-11	2.9	2.4	1.8	-8	2	-0.3	-6	3	3.2
[18] CSc1nc(N2CCCC2)c2c(c1C#N)CC(C)(C)OC2
  -0.9	-2	-0.3	-0.1	0.7	-4	-1	0.4	-3	-5	3.8
[19] CC(=O)N1CCN(c2ccccc2NC(=O)c2ccc(Br)o2)CC1
  -1.4	-4	-0.2	1.5	0.4	5	4	-2.7	6	3	-1.0
[20] CC1SC(=Nc2ccccc2)N(S(=O)(=O)c2ccccc2)C1=O (configuration not stated)
  -0.8	1	-0.2	0.2	-1.3	2	-52	-0.2	-4	-1	3.3

# Additional entries follow:
# Values run as follows: ssDAF12 agonist	PLCb3 inh	hgDAF12 agonist	hcDAF12 agonist	DAX1 inh-1	PLCg1 inh	HGIII-sPLA2 inh	DAX1 inh-2	ADAM10 inh	ADAM17 inh	GAA850 FXN act
[21] O=C1c2ccccc2[C@@H]2C[C@@H](O)[C@H](Nc3ccccc3-c3ccccc3)CCN12
  -1.1	-1	0.6	-1.2	0.2	-1	-1	-0.6	4	0	-0.7
[22] CCCN(CCC)Cc1cc(=O)oc2cc3c(cc12)CCC3
  -1.7	-28	-0.6	-0.1	0.0	-16	5	0.0	-19	-10	4.3
[23] CC[C@@]1(C(=O)OC)N[C@H](CN(C)C(=O)COc2ccccc2)[C@@H]2C(=O)N(Cc3ccccc3)C(=O)[C@@H]21
  -1.4	-6	-1.0	-1.7	-1.0	-3	3	-1.5	-18	-5	9.5*
[24] COc1ccc(CCn2c(C)cc(C(=O)CSc3nc(N)cc(=O)[nH]3)c2C)cc1
  -2.9	-4	-6.0	-4.2	-2.2	-2	-2	-3.2	-5	-2	0.1
[25] c1ccc(CCN2CCN=C2Nc2ccccc2)cc1
  -1.0	0	-0.6	-0.5	1.8	-2	3	-0.6	-11	-6	-1.1
[26] CN1OC[C@@H]2CN3C(=O)N(c4cccc5ccccc45)c4ccccc4[C@@H]3C[C@@H]21
  -0.6	0	4.8	4.2	nt	-3	12	0.2	-8	-3	nt
[27] CN(C)S(=O)(=O)N1CCN(CC(O)COc2ccc3cc(Br)ccc3c2)CC1 (configuration not stated)
  -2.1	-1	1.0	-0.8	-0.6	1	-26	-2.0	9	0	-0.9
[28] CCOc1ccc2c(c1)n([O-])c1c([n+]2=O)CCCC1
  -1.3	-107	0.9	-0.9	-0.8	-25	-4	-0.5	-45	-17	-0.3
[29] COC(=O)c1c(NC(=O)c2nc3ccccc3s2)sc2c1CC(C)(C)NC2(C)C
  -0.8	-250	1.8	-0.2	0.7	-220	1	1.7	0	1	1.1
[30] COc1ccc(NC(=O)CN(C)C(=O)c2cn(-c3ccccc3)nc2-c2ccc(F)cc2)cc1
  -1.3	-1	0.2	-1.1	-0.3	-1	-26	-1.4	7	7	-0.4

# More compounds follow:
# Values run as follows: ssDAF12 agonist	PLCb3 inh	hgDAF12 agonist	hcDAF12 agonist	DAX1 inh-1	PLCg1 inh	HGIII-sPLA2 inh	DAX1 inh-2	ADAM10 inh	ADAM17 inh	GAA850 FXN act
[31] Cc1c(NC(=O)COC(=O)c2ccccc2Cl)c(=O)n(-c2ccccc2)n1C
  -0.9	-8	1.9	-1.6	0.1	-1	-8	-0.6	4	-2	0.0
[32] CCCCNC(=O)C(=O)N/N=C/c1ccc(OCC(=O)Nc2cccc(OC)c2)c(OC)c1
  -1.0	0	-3.6	-1.1	0.3	2	-6	0.8	6	2	0.6
[33] CCN1CCN(Cc2c(O)ccc3c(=O)c(-c4ccccc4OC)coc23)CC1
  -1.8	i	-0.3	-0.3	-0.7	i	-7	0.1	i	-447	1.6
[34] CC1(C)C[C@H]2C3=CCC4[C@@]5(C)CC[C@H](O)[C@](C)(CO)C5CC[C@@]4(C)[C@]3(C)C[C@H]3O[C@@H]1[C@H](O)[C@]32CO (some centres not stated)
  -1.1	2	1.4	-0.3	1.3	0	-1	1.1	5	1	1.3
[35] CC1=C(C(=O)N2CCOCC2)CC(CC(=O)NCc2cccc3ccccc23)C(=O)N1CCCN1CCCC1=O (configuration not stated)
  -1.2	3	-1.8	-1.4	1.0	3	-3	-0.2	3	0	0.3
[36] OC1(c2ccccc2)CCN(Cc2ccccc2)CC1
  -1.2	2	-2.3	-1.2	2.0	1	0	0.0	-4	-1	0.0
[37] CCn1cc(C2CC(=O)NC2=O)c2ccccc21 (configuration not stated)
  -0.8	-9	0.6	-1.9	-0.6	1	-2	-0.3	7	-2	-0.7
[38] CCOc1ccc(-n2c(=S)sc3c(=O)n(-c4ccccc4)c(SCC(=O)O)nc32)cc1
  -1.7	1	1.5	1.0	-0.9	8	-9	0.1	-2	3	2.5
[39] CCN(Cc1cccs1)C(=O)CN1C(=O)NC(c2ccccc2)(c2ccccc2)C1=O
  -1.3	6	-1.7	-1.2	0.6	1	-6	-0.7	4	2	2.0
[40] Cc1ccc(O)c(NS(=O)(=O)c2cccc3nsnc23)c1
  0.1	-2	2.5	2.5	0.6	3	-1	0.1	3	0	1.6
